# Screens: PubChem, several laboratories
# Insulin prom up = MIN6 insulin promoter up-regulation | MIN6 insulin promoter-GFP reporter, high-content imaging; hits give high values | z-score at 5 µM | hit rate 0.3% among 190,000;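 active = z-score above 3 at 5 µM with at least 500 cells counted in the well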
# Hep lipid drop = modulators of hepatic lipid droplet formation. inhibition, % at 6.5 µM. AID 1656. AML12 mouse hepatocytes, oleate lipid droplets, BODIPY imaging. hit rate 0.4% among 240,000;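 active = lipid droplet intensity inhibited by at least 50%, with more than 500 cells counted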
#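 Technique: fluorescence imaging, 20x objective, two fields per well / Assay system: AML12 hepatocytes (mouse) / Measure: % inhibition of lipid droplet signal / Doses: 6.5 µM single-point dosing / Incubation: overnight exposure / Reagent: 100 µM oleic acid challenge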
# bCat nuc transl = alters nuclear translocation of beta-catenin in HeLa cells; nuclear translocation activity, % at 5 µM; immunofluorescence imaging; AID 1665; hit rate 0.3% among 190,000;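 active = nuclear translocation activity above 50% at 5 µM, with a well cell count of 50 or more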;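 note: per-cell ratio of nuclear to cytoplasmic median beta-catenin stain intensity; plate controls were DMSO negative control for no effect and GSK-3 inhibitor IX positive control for full effect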
#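 Signal – beta-catenin immunofluorescence imaging with DAPI · Test system – human HeLa cell line · Dosing – 5 µM primary single dose, 0.1% DMSO, 0.02–20 µM confirmation series · Measure – % activation, nuclear-to-cytoplasmic median beta-catenin signal ratio per cell · Incubation – 24 h compound exposure at 37°C, 5% CO2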
# MT stabilizer = microtubule stabilization, imaging screen | HeLa tubulin immunostaining HCS, 24 h; share of cells brighter than vehicle mean+2SD | % tubulin-high responders, % at 10 µM | hit rate 0.83% among 200,000;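 active = plate Z-score above 3 for both tubulin-high and condensed-nucleus cell shares, with cell loss under 80%, at 10 µM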;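 note: anti alpha tubulin signal scored within the nucleus-defined area of each cell; some results filed as inactive read as strong as hits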
# WT yeast gro inh = growth inhibition of WT yeast, mitochondrial fusion screen; mitochondrial fusion phenotypic screen, WT strain; inhibition, % at 10 µM; hit rate 2.1% among 190,000; AID 1362; in the data active = inhibition above about 58%; tested in S. cerevisiae
# Dynein cargo inh = blocks dynein driven cargo transport along microtubules. 3617.4 mouse cells, GR-EGFP nuclear translocation imaging; test concentration mostly 20 µM; stimulated with dexamethasone, 1 µM; hits give low values. hit rate 0.47% among 220,000. AID 1381. z-score, hits read low;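 active = plate z-score of nuclear minus cytoplasmic receptor signal below a set negative limit, without overly bright fluorescence or cell loss, cut at about -3.5 in these data, passing the limit was not always enough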;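 note: z-score of nuclear minus cytoplasmic ring GR-EGFP intensity difference per well; some compounds called inactive have numbers as strong as hits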
#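 Buffer or medium: Induction medium lacking tetracycline, stripped serum | Also added: Dexamethasone agonist, 1.0 µM final, for 30 min | Timing: 48 h induction, 1 h compound, 30 min dex at 37 °C | Detection: Formaldehyde fixation, Hoechst nuclear stain, 10x automated fluorescence imaging | Measure: Nuclear versus cytoplasmic GR-EGFP signal, averaged per well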
# ER stress rescue = protection against thapsigargin-triggered cell killing – 384-well, CSM14.1, ATP luminescence, primary screen (AID 1222); CSM14.1 thapsigargin-induced death rescue, ATP luminescence; higher % means a stronger effect; one-dose cellular ATP content (survival), % at 20 µM; EC50 in µM for titrated hits; 190,000 tested, under 10 active;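 active = EC50 below 50 µM in the dose-response confirmation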;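 note: death triggered by thapsigargin at about 15 µM added after 2 h compound pretreatment; cell ATP read after overnight thapsigargin exposure of roughly 18 to 22 hours; normalized against plate controls of thapsigargin alone and 5% DMSO vehicle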
# Autophagy mod = modulators of autophagy | calls only at 10 µM (by protocol) | hit rate 0.98% among 190,000 | MEF GFP-LC3 puncta imaging; test concentration mostly 10 µM;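 active = percentage of spot-positive cells more than 3 SD above its plate mean, without a fluorescence outlier flag or 80% toxicity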;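 note: spot-positive cell cutoff set from DMSO-treated cells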
# XIAP antagonists = small molecules displacing peptide from XIAP – biochemical, IAP family, fluorescence polarization (AID 1018); XIAP BIR domain, fluorescence polarization peptide displacement; higher % means a stronger effect; one-dose displacement, % at 20 µM; IC50 in µM for titrated hits; hit rate 0.007% among 200,000; in the data active = displacement above about 50%; note: a part of the inactive calls stands beside numbers as strong as those of hits
# WT yeast gro inh mutant strain = second read-out of WT yeast gro inh, no call of its own (marks repeat the call); inhibition, %; mitochondrial fusion phenotypic screen, mutant strain inhibition
# Dynein cargo inh cytoplasmic EGFP = also measured in Dynein cargo inh; calls as there; z-score; measured here: cytoplasmic GR-EGFP intensity; hits give high values
# Dynein cargo inh nuclear GR-EGFP = further read-out of Dynein cargo inh, marked with its call; z-score; measured here: nuclear GR-EGFP intensity;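 lower value marks the stronger effect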
# Dynein cargo inh cell count = also measured in Dynein cargo inh; calls as there; z-score; measured here: cell count per field
# Insulin prom up cell count = recorded beside Insulin prom up, whose call it bears; cell count; measured here: cytotoxicity, nuclei count;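 total cells summed across four imaged fields per well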
# Hep lipid drop cells 6.5 µM = further read-out of Hep lipid drop, marked with its call; cell count; measured here: cell count, cytotoxicity flag;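 cells counted across two imaged fields per well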
# bCat nuc transl cell count 5 µM = second read-out of bCat nuc transl, no call of its own (marks repeat the call); cell count; measured here: cell count, cytotoxicity flag
# MT stabilizer Hoechst-high % = further read-out of MT stabilizer, marked with its call; % Hoechst-high responders; measured here: nuclear condensation Hoechst responders;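 share of cells brighter than vehicle mean plus two SD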
# MT stabilizer cytotoxicity % = further read-out of MT stabilizer, marked with its call; toxicity, %; measured here: cytotoxicity by cell density;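 0% = mean cell density of plate MIN control wells and 100% = no cells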
# Autophagy mod cell loss 18 h = second read-out of Autophagy mod, no call of its own (marks repeat the call); toxicity, %; measured here: cell loss, nuclei count;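 cell loss after 18 h compound exposure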
# * marks the source's active call; other numbers are inactive results; i = inactive; x = no result given. Hits appear at their usual frequency. About 4% of those tested had a hit in this group.
SMILES,Insulin prom up,Insulin prom up cell count,Hep lipid drop,Hep lipid drop cells 6.5 µM,bCat nuc transl,bCat nuc transl cell count 5 µM,MT stabilizer,MT stabilizer Hoechst-high %,MT stabilizer cytotoxicity %,WT yeast gro inh,WT yeast gro inh mutant strain,Dynein cargo inh,Dynein cargo inh cytoplasmic EGFP,Dynein cargo inh nuclear GR-EGFP,Dynein cargo inh cell count,ER stress rescue,Autophagy mod,Autophagy mod cell loss 18 h,XIAP antagonists
Cc1ccc(S(=O)(=O)NC(c2ccccc2)C(C)C(=O)n2nc(C)cc2C)cc1 (stereo not drawn),-0.04,907,7,801,x,x,1.9,0.9,8.6,32,6,1.3,-0.38,0.61,-0.96,0.5%,i,6,-7.5%
COc1cccc(-c2cc(C(F)(F)F)nc(-n3cc(Cl)cn3)n2)c1,2.3,786,-6,787,x,x,0.7,1.5,1.9,13,16,-0.37,-0.33,-0.36,1,-0.4%,i,-2,-5.3%
CC(=O)NC(NC(=S)Nc1ccc(C)cc1C)C(Cl)(Cl)Cl (stereo not drawn),-0.26,1054,19,712,0.8,1371,x,x,x,x,x,0.079,0.45,0.58,0.14,x,x,x,x
O=C(COC(=O)c1ccco1)c1ccc2ccccc2c1,0.35,730,-4,779,-5.4,1250,1.2,0.7,5.2,15,9,-0.59,0.34,-0.15,0.5,2.9%,i,-11,-5.8%
O=C(CCCC(=O)N(CC(=O)NC1CCCCC1)Cc1ccco1)Nc1ccccn1,-1.2,990,x,x,-3.6,1003,1.9,2.9,11,-11,-4,-0.93,-0.22,-0.23,0.33,0.0%,i,4,-4.3%
COc1cc2ccnc(Cc3cccc(OC)c3OC)c2cc1OC,-0.91,1198,-41,661,-0.4,1054,1.5,2.3,5.9,-5,-7,0.68,-0.37,0.12,-1.2,-0.1%,i,-1,-5.6%
N/C(=N\OC(=O)CCc1ccccc1)c1cccc(Br)c1,0.22,1490,x,x,3.2,1396,2.4,3.2,4.7,-4,4,-0.11,0.025,0.43,-0.036,-0.3%,i,-22,-3.9%
N#CC1=C(N)N(c2ccccc2)C(c2ccco2)C1(C#N)C#N (stereo not drawn),0.27,1399,22,724,x,x,1.2,2.7,8.4,25,16,-2.1,-0.075,-0.82,-0.054,-1.5%,i,-4,-4.5%
CC1CCc2c(sc(NC(=O)C3CCCO3)c2C#N)C1 (stereo not drawn),-0.53,1604,12,665,-0.5,989,2.1,2.5,2.7,4,-8,1.4,-0.28,0.72,-2.2,-0.7%,i,12,-4.0%
CC1Cc2ccccc2N1C(=S)NC(=O)c1ccco1 (stereo not drawn),-0.7,1179,-8,655,-1.4,973,2.9,4.0,11,10,20,0.24,-0.31,0.82,0.04,-2.2%,i,-11,-8.3%
NS(=O)(=O)c1ccc(CCNC(=O)CSc2cccs2)cc1,0.91,1402,-3,697,1.0,1382,0.9,2.2,5.7,1,-18,-0.5,-0.14,-0.22,-0.57,-0.3%,i,-4,-2.2%
CC(=O)Nc1cc(-c2ccccc2)ccc1O,-0.16,1202,x,x,0.8,1134,4.8,3.2,7.3,-7,-5,-0.84,0.14,-0.16,0.33,-1.4%,i,13,-4.2%
COc1ccc(C(=O)NC(=S)N2CCNC(=O)C2)cc1Br,-0.22,1380,5,716,-0.7,1508,2.8,2.0,14,-2,-10,2,-0.38,0.73,-0.48,0.1%,i,0,-7.6%
Cc1cc(C)n(C(=O)CN2C(=O)COc3ccccc32)n1,0.88,962,x,x,0.1,1207,2.3,2.2,7.4,-2,-15,-0.68,-0.12,0.023,0.48,-1.2%,i,4,-6.0%
COc1ccc2[nH]cc(CCNC(=S)NC3CCCC3)c2c1,-0.13,1435,34,668,-4.2,1063,4.6,2.7,14,1,31,-0.12,-0.31,0.61,-0.0093,-0.7%,i,8,-0.5%
CN(C)S(=O)(=O)c1cccc(NC(=O)Cn2cnc3ccccc3c2=O)c1,0.88,895,x,x,x,x,1.1,1.2,6.7,-4,-6,-1.1,0.056,-0.38,0.44,-1.5%,i,0,-7.3%
Cc1ccc(C(OCC(O)CNC(C)c2ccccc2)c2ccccc2)cc1 (stereo not drawn),-3.1,824,6,640,36,563,1.8,1.9,11,39,11,-0.45,0.07,-0.11,-0.94,-1.8%,i,13,-2.7%
Nc1ccc(Cl)c(NC(=O)c2cccs2)c1,0.29,1266,-9,712,x,x,1.0,2.3,8.4,-8,-20,0.13,-0.26,0.4,-0.6,-2.1%,i,-1,-9.6%
Brc1ccc(-c2nc(-c3cccnc3)no2)o1,x,x,x,x,0.6,1077,3.9,4.9,6.4,7,6,-0.088,-0.31,-0.011,0.16,-0.1%,i,-9,-8.0%
COc1cc(OC)nc(/N=C/NO)n1,0.34,1415,1,748,-5.6,1142,x,x,x,x,x,0.21,-0.22,0.013,-0.33,x,x,x,x
O=C(CSc1nnnn1-c1ccccc1)NC(=O)NCc1ccco1,x,x,-3,843,4.8,961,0.9,0.8,2.7,-3,6,1.1,-0.2,0.88,-0.13,-2.0%,i,-9,-1.7%
CN1CCN(c2ccc(NC(=O)c3ccccc3Br)cc2)CC1,0.24,1292,4,782,0.1,946,4.4,2.4,4.2,-13,-3,2.3,-0.21,1,-0.84,0.1%,i,35,-3.3%
CC(C)(C)c1ccccc1OCCCCCn1ccnc1,-0.88,1296,-19,697,4.2,826,3.0,1.4,15,64,71,-0.44,-0.31,-0.11,0.055,0.7%,i,-16,-6.2%
CCCCN1C(=O)c2ccc(C(=O)NC3=NCCS3)cc2C1=O,0.33,1210,-4,791,0.3,951,4.3,2.0,5.7,-28,-12,0.42,-0.27,-0.41,0.0063,-2.4%,i,-5,-5.4%
O=C1COc2ccc(C(=O)CSc3nnc(Cc4cccs4)n3-c3ccccc3)cc2N1,-0.17,987,-13,750,x,x,2.5,1.8,9.9,6,7,-0.15,-0.13,0.21,0.19,0.5%,i,-5,-14%
Nc1nc(-c2ccc(Cl)cc2)cc(C(F)(F)F)n1,-0.27,1499,8,626,0.4,990,1.7,2.0,0.9,-7,6,-0.62,-0.18,0.16,-0.48,-2.1%,i,-2,-2.1%
O=C(N=NC(=O)c1ccc2c(O)n(C3CCCCC3)c(O)c2c1)c1cccnc1,-0.29,1198,x,x,-3.0,1367,1.8,1.1,9.1,2,-20,-0.54,-0.23,-0.41,0.6,-1.7%,i,-1,-3.8%
O=C(CCN1c2ccccc2Sc2ccccc21)OCc1nnc(-c2ccccc2)o1,0.86,1244,x,x,-3.9,960,3.4,2.2,8.4,10,5,-0.38,-0.17,0.63,0.25,x,i,-8,1.4%
COc1ccc2nc(NC(=O)c3cccnc3SC)sc2c1,-0.01,1383,8,644,0.0,985,2.9,3.0,8.5,32,11,-0.35,-0.24,0.17,0.2,-1.7%,i,-10,-1.6%
Cc1cc(Nc2ccccc2)n(-c2ccc(C(=O)O)cc2)n1,0.48,1398,27,686,-1.0,1149,2.0,2.4,5.4,-5,-25,0.27,-0.16,0.41,-0.87,-0.7%,i,-4,1.9%
CC1(C)Cc2ccccc2C2=C(C(=O)N3CCCCCC3)C(=O)C(=O)N21,-0.03,1239,19,709,-0.4,1061,1.8,1.5,4.5,3,15,-0.31,-0.25,0.036,0.18,-4.4%,i,15,-5.0%
NC(=O)c1nn(-c2ccccc2)c(=O)cc1O,-0.18,1673,x,x,-0.7,1343,1.3,0.9,6.6,-20,-12,-0.6,0.95,-0.31,0.55,-2.0%,i,-1,-1.4%
O=C(Nc1nc(-c2ccncc2)cs1)c1ccco1,-1.7,1019,x,x,-2.0,1101,3.5,1.9,0.4,9,0,-0.6,-0.35,-0.085,0.23,0.3%,i,3,5.7%
C(=N\n1cnnc1)/c1ccc(N2CCOCC2)s1,0.49,1194,x,x,-2.5,638,4.8,1.9,6.7,7,-4,0.23,-0.2,0.52,0.17,-2.1%,i,0,-3.4%
CCOC(=O)c1nn(-c2ccccc2)c2nc(-c3ccc(OC)cc3)c(C#N)c(=O)n12,-0.47,1203,-2,627,-3.7,591,1.0,2.4,6.7,13,10,1.2,-0.24,0.68,-0.43,-0.4%,i,4,-3.2%
Cc1cccc(C)c1N(Cc1ccccc1F)S(C)(=O)=O,0.04,1622,-3,638,0.2,988,3.0,1.4,5.2,-11,-3,1.1,-0.16,0.65,-0.42,-1.3%,i,12,-4.8%
COc1ccc(Nc2nc3ccccc3nc2NS(=O)(=O)c2cccs2)cc1,0.33,1578,x,x,0.1,1304,3.8,1.1,1.1,27,-2,-0.59,-0.2,-0.52,0.38,-2.5%,i,-5,-3.4%

# Looked up by compound from the list above, 2 records:
SMILES,Insulin prom up,Insulin prom up cell count,Hep lipid drop,Hep lipid drop cells 6.5 µM,bCat nuc transl,bCat nuc transl cell count 5 µM,MT stabilizer,MT stabilizer Hoechst-high %,MT stabilizer cytotoxicity %,WT yeast gro inh,WT yeast gro inh mutant strain,Dynein cargo inh,Dynein cargo inh cytoplasmic EGFP,Dynein cargo inh nuclear GR-EGFP,Dynein cargo inh cell count,ER stress rescue,Autophagy mod,Autophagy mod cell loss 18 h,XIAP antagonists
O=C(COC(=O)c1ccco1)c1ccc2ccccc2c1,0.35,730,-4,779,-5.4,1250,1.2,0.7,5.2,15,9,-0.59,0.34,-0.15,0.5,2.9%,i,-11,-5.8%
CCCCN1C(=O)c2ccc(C(=O)NC3=NCCS3)cc2C1=O,0.33,1210,-4,791,0.3,951,4.3,2.0,5.7,-28,-12,0.42,-0.27,-0.41,0.0063,-2.4%,i,-5,-5.4%
